AID2073 – disruptors of CaV2.2 binding to Mint1 – biochemical, HTRF (AID 2073). 290,000 compounds, 0.19% hits. inhibition, % at 20 µM, or IC50 in µM where a hit was titrated. HTRF protein-protein interaction, Mint1-CaV2.2; higher % means a stronger effect; in the data active means inhibition mostly above about 51%, no sharp cut-off; further: some results filed as inactive read as strong as hits
b-catenin transl – beta-catenin nuclear translocation modulation; HeLa beta-catenin nuclear translocation, immunofluorescence imaging; nuclear translocation activity, % at 5 µM; 190,000 compounds, 0.3% hits;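 active means nuclear translocation activity above 50% at 5 µM, with a well cell count of 50 or more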;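 further: per-cell ratio of nuclear to cytoplasmic median beta-catenin stain intensity; plate controls were DMSO negative control for no effect and GSK-3 inhibitor IX positive control for full effect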
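Test system: human HeLa cells, native beta-catenin. Compound dosing: 5 µM primary single dose, 0.1% DMSO, 0.02–20 µM confirmation series. Incubation: compound exposure 24 h at 37°C. Detection: beta-catenin immunostaining with DAPI counterstain, 20x imaging, 6 fields/well. Read-out basis: Nuclear/cytoplasmic beta-catenin signal ratio, % activation.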
Dynein transport – dynein cargo transport inhibition; 3617.4 mouse cells, GR-EGFP nuclear translocation imaging; test concentration mostly 20 µM; stimulated with dexamethasone, 1 µM; stronger effect = lower value; z-score, hits read low; 220,000 compounds, 0.47% hits; AID 1381;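 active means plate z-score of nuclear minus cytoplasmic receptor signal below a set negative limit, without overly bright fluorescence or cell loss, cut at about -3.5 in these data, passing the limit was not always enough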;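 further: z-score of nuclear minus cytoplasmic ring GR-EGFP intensity difference per well; some compounds called inactive have numbers as strong as hits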
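Also added: dexamethasone, 1.0 µM final. Medium: tet-free, stripped-serum medium. Detection: fixed, Hoechst-stained cells imaged at 10x for EGFP. Read-out: nuclear-to-cytoplasmic GR-EGFP distribution per well. Times: induction 48 h, compound 1 h, agonist 30 min.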
Autophagy mod – modulators of autophagy. MEF GFP-LC3 puncta imaging; test concentration mostly 10 µM. calls only at 10 µM (by protocol). 190,000 compounds, 0.98% hits. AID 463193;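 active means percentage of spot-positive cells more than 3 SD above its plate mean, without a fluorescence outlier flag or 80% toxicity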;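 further: spot-positive cell cutoff set from DMSO-treated cells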
MT stabilize HCS – stabilizes microtubules in HeLa cells | HeLa tubulin immunostaining HCS, 24 h; share of cells brighter than vehicle mean+2SD | % tubulin-high responders, % at 10 µM | 200,000 compounds, 0.83% hits | AID 2205;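 active means plate Z-score above 3 for both tubulin-high and condensed-nucleus cell shares, with cell loss under 80%, at 10 µM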;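 further: anti alpha tubulin signal scored within the nucleus-defined area of each cell; some results filed as inactive read as strong as hits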
Ins promoter up – MIN6 insulin promoter up-regulation; MIN6 insulin promoter-GFP reporter, high-content imaging; stronger effect = higher value; z-score at 5 µM; 190,000 compounds, 0.3% hits;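 active means z-score above 3 at 5 µM with at least 500 cells counted in the well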
HIV peptide binding – cell-free HIV fusion peptide-binding blockers – biochemical, uHTS, fluorescence dequenching, primary screen (AID 1986); inhibition, % at 20 µM, or IC50 in µM where a hit was titrated; cell-free peptide binding, fluorescence dequenching, 30 min; higher % means a stronger effect; 290,000 compounds, 0.3% hits; in the data active means inhibition mostly above about 52%, no sharp cut-off; inactive means mostly below about 76%; further: some results filed as inactive read as strong as hits
Yfh1-off respiration – enhancers of respiration in Yfh1-depleted yeast, dose response, Friedreich's ataxia, plus single-dose screen (AID 1465); S. cerevisiae Yfh1-off respiration, WST-1 reduction, 72 h; higher fold induction means a stronger effect; fold induction at 50 µM, or EC50 in µM where a hit was titrated; 220,000 compounds, 0.074% hits;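 active means fold induction of absorbance versus untreated yeast above a set limit, then at least 30% activation at any dose in follow-up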;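 further: activators that raise dye reduction in frataxin-depleted yeast; strong numbers were not always called active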
WT yeast gro inh – growth inhibition of WT yeast, mitochondrial fusion screen; inhibition, % at 10 µM; 190,000 compounds, 2.1% hits; mitochondrial fusion phenotypic screen, WT strain; AID 1362; in the data active means inhibition above about 58%; tested in S. cerevisiae
WT yeast gro inh mutant strain – further read-out of WT yeast gro inh, marked with its call; inhibition, %; mitochondrial fusion phenotypic screen, mutant strain inhibition
Dynein transport cytoplasmic EGFP – recorded beside Dynein transport, whose call it bears; z-score; measured here: cytoplasmic GR-EGFP intensity; stronger effect = higher value
Dynein transport nuclear GR-EGFP – recorded beside Dynein transport, whose call it bears; z-score; measured here: nuclear GR-EGFP intensity;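 lower value marks the stronger effect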
Dynein transport cell count – second read-out of Dynein transport, no call of its own (marks repeat the call); z-score; measured here: cell count per field
Ins promoter up cell count – recorded beside Ins promoter up, whose call it bears; cell count; measured here: cytotoxicity, nuclei count;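 total cells summed across four imaged fields per well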
b-catenin transl cell count 5 µM – second read-out of b-catenin transl, no call of its own (marks repeat the call); cell count; measured here: cell count, cytotoxicity flag
MT stabilize HCS Hoechst-high % – second read-out of MT stabilize HCS, no call of its own (marks repeat the call); % Hoechst-high responders; measured here: nuclear condensation Hoechst responders;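 share of cells brighter than vehicle mean plus two SD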
MT stabilize HCS cytotoxicity % – also measured in MT stabilize HCS; calls as there; toxicity, %; measured here: cytotoxicity by cell density;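 0% = mean cell density of plate MIN control wells and 100% = no cells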
Autophagy mod cell loss 18 h – recorded beside Autophagy mod, whose call it bears; toxicity, %; measured here: cell loss, nuclei count;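 cell loss after 18 h compound exposure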
The depositor's hits bear a star; i = inactive; / = no result given; + = active, no number.

SMILES | AID2073 | b-catenin transl | b-catenin transl cell count 5 µM | Dynein transport | Dynein transport cytoplasmic EGFP | Dynein transport nuclear GR-EGFP | Dynein transport cell count | Autophagy mod | Autophagy mod cell loss 18 h | MT stabilize HCS | MT stabilize HCS Hoechst-high % | MT stabilize HCS cytotoxicity % | Ins promoter up | Ins promoter up cell count | HIV peptide binding | Yfh1-off respiration | WT yeast gro inh | WT yeast gro inh mutant strain
Cc1ccc(C(=O)/C=C/c2ccccc2)o1 | 6% | -3.4 | 1044 | -3.7* | 0.79* | -1.7* | -0.15* | i | -9 | 1.6 | 0.9 | 8.1 | -0.31 | 851 | -0.7% | i | 19 | -9
O=C(CSc1ccsc1[N+](=O)[O-])NCc1ccccc1 | -4% | 2.5 | 866 | -0.21 | -0.31 | -0.087 | 0.93 | i | 1 | 1.9 | 1.7 | 4.6 | / | / | -3.0% | i | -10 | -10
S=c1[nH]cnc2scc(-c3ccccc3)c12 | -15% | -1.5 | 1150 | 0.57 | -0.18 | 0.45 | -1.4 | i | 7 | 5.5 | 0.9 | 2.0 | -0.27 | 1504 | -1.1% | i | 31 | 6
O=C(COCc1nc2ccccc2c(=O)[nH]1)NC1CCCC1 | 10% | -2.5 | 1191 | -0.24 | -0.29 | 0.33 | -0.51 | i | -15 | 5.9 | 3.7 | 4.6 | / | / | 16% | i | -11 | 0
CC(C)(C)c1ccc(C(=O)N/C(=C\c2ccco2)C(=O)O)cc1 | 4% | 0.0 | 1483 | -1.1 | -0.23 | -0.99 | 0.89 | i | -14 | 3.3 | 2.3 | 3.8 | -0.1 | 1497 | 9.9% | i | -14 | -7
CCC(C)(C)NC(=O)C(c1ccc(OC)cc1)N(Cc1ccco1)C(=O)CCC(=O)Nc1cc(C)on1 (stereo not drawn) | 14% | -3.4 | 1270 | 0.36 | -0.24 | 0.19 | 0.47 | i | 4 | 3.6 | 2.6 | 6.0 | 0.08 | 1177 | 0.4% | i | 0 | 4
COC(=O)C1CCN(C(=O)/C=C/c2ccccc2)CC1 | -4% | 0.6 | 579 | -0.25 | 0.091 | -0.46 | 0.15 | i | -6 | 2.1 | 2.4 | 4.9 | 0.34 | 1372 | 4.2% | i | -12 | -9
O=C(Nc1nc(-c2ccccc2)ns1)c1cccs1 | 4% | / | / | -0.89 | -0.23 | -0.32 | 0.57 | i | -7 | 7.1 | 2.4 | 5.0 | / | / | 2.1% | i | -1 | -1
FC(F)(F)c1ccc(N2CCOCC2)c(NC2=NCCCCC2)c1 | -5% | -2.0 | 820 | 1.2 | -0.25 | 0.93 | -0.46 | i | 4 | 1.4 | 1.0 | 5.4 | 0.36 | 1164 | -1.9% | i | -4 | 6
CN(C)c1cccc(N=C2C=C(N3CCOCC3)CC(C)(C)C2)c1 | -6% | / | / | -0.61 | -0.17 | -0.22 | -0.73 | i | 3 | 2.4 | 1.8 | 4.1 | -0.89 | 1225 | 2.2% | i | 3 | -3
COC(=O)c1nnn(-c2nonc2N)c1CSc1nnc(C)s1 | -1% | -2.4 | 550 | -1.3 | -0.17 | -0.58 | 0.52 | i | -3 | 3.5 | 3.1 | 9.9 | / | / | 0.9% | / | -5 | -4
COc1ccc(NC(=O)CSc2nnc(-c3ccccn3)n2N)c(OC)c1 | 5% | -3.1 | 858 | 0.72 | -0.094 | 0.77 | -1.3 | i | 4 | 4.2 | 2.5 | 14 | / | / | -2.7% | i | 19 | 14

Arranged by the number under Dynein transport nuclear GR-EGFP (high to low): some entries from above
canonical_smiles | Dynein transport nuclear GR-EGFP
COc1ccc(NC(=O)CSc2nnc(-c3ccccn3)n2N)c(OC)c1 | 0.77
S=c1[nH]cnc2scc(-c3ccccc3)c12 | 0.45
CCC(C)(C)NC(=O)C(c1ccc(OC)cc1)N(Cc1ccco1)C(=O)CCC(=O)Nc1cc(C)on1 (stereo not drawn) | 0.19

Carrying on:
SMILES | AID2073 | b-catenin transl | b-catenin transl cell count 5 µM | Dynein transport | Dynein transport cytoplasmic EGFP | Dynein transport nuclear GR-EGFP | Dynein transport cell count | Autophagy mod | Autophagy mod cell loss 18 h | MT stabilize HCS | MT stabilize HCS Hoechst-high % | MT stabilize HCS cytotoxicity % | Ins promoter up | Ins promoter up cell count | HIV peptide binding | Yfh1-off respiration | WT yeast gro inh | WT yeast gro inh mutant strain
Cc1ccc(-c2nnn(CC(=O)NCC3CC3)n2)o1 | 2% | 0.0 | 1397 | 0.8 | -0.22 | -0.69 | -0.023 | i | 2 | 2.2 | 1.7 | 0.9 | -0.53 | 1591 | -0.3% | i | -4 | -19
CCc1ccccc1NC(=O)c1cc2sccc2n1C | -5% | -6.5 | 1101 | -0.95 | -0.18 | -0.43 | -0.38 | i | 2 | 4.7 | 1.2 | 2.8 | 0.21 | 720 | -0.4% | i | 1 | -14
COc1ccccc1CNC(=O)N/C=C/c1ccc(Cl)cc1 | 5% | -1.1 | 1073 | -0.66 | -0.21 | -0.36 | 1.1 | i | 20 | 2.0 | 1.2 | 7.1 | 0.03 | 1270 | -0.9% | i | -13 | -11
COc1cccc(NC(=O)CN(C)CC(=O)NC(C)c2ccccc2)c1 (stereo not drawn) | 17% | -0.5 | 1035 | 0.62 | -0.26 | 0.29 | 0.34 | / | / | / | / | / | 0.04 | 1412 | -1.2% | i | / | /
CC(O)Cc1nsc(NC(=O)c2ccc(Br)o2)n1 (stereo not drawn) | -1% | / | / | 0.37 | -0.059 | 0.72 | 0.61 | i | -1 | 3.0 | 1.5 | 3.4 | -0.63 | 1343 | 0.9% | i | -10 | -16
O=C(O)CCC(=O)N1CCN(c2ncccn2)CC1 | 6% | 1.1 | 1223 | 0.092 | 0.63 | 0.1 | 0.18 | / | / | / | / | / | 0.35 | 1085 | -0.5% | i | / | /
CCOC(=O)C1CCN(c2nnc(N3CCCC3=O)s2)CC1 | -2% | / | / | -0.76 | -0.18 | 0.048 | -0.059 | i | 17 | 5.4 | 2.3 | 4.8 | 1.2 | 1261 | -1.8% | i | 1 | -5
CCOC(=O)c1c(/N=C/N(C)C)sc(C)c1C | -7% | -3.0 | 1054 | 0.78 | 0.25 | 0.69 | -1.6 | i | 3 | 4.0 | 4.5 | 7.2 | 0.42 | 1159 | -1.7% | i | -21 | 3
C/C(=N/NC(=O)c1ccc2c(c1)OCO2)c1ccc(Br)s1 | 20% | -0.8 | 1106 | -0.11 | 0.21 | 0.2 | -0.42 | i | 21 | 6.1 | 2.7 | 2.1 | -0.41 | 1293 | 4.1% | i | 6 | -14
CCOc1ccccc1NS(=O)(=O)c1ccc2c(c1)n(C)c(=O)c(=O)n2C | 0% | 1.1 | 543 | -0.22 | -0.2 | 0.88 | -0.95 | i | 5 | 5.8 | 4.5 | 1.8 | 0.56 | 937 | 1.0% | i | -1 | -12
CCOC(=O)/C=C1\SCC(=O)N1CC(=O)Nc1ccc(OC)c(OC)c1 | -5% | -1.2 | 1185 | -0.7 | 0.2 | 0.21 | -2.2 | i | -5 | 2.6 | 1.3 | 7.3 | -1.1 | 935 | 4.5% | i | 6 | 7
Cc1cc(=O)n2c(n1)OC(CO)C2 (stereo not drawn) | -8% | -2.3 | 856 | -0.51 | -0.31 | -0.072 | 0.092 | i | -10 | 4.4 | 2.6 | 2.3 | 0.28 | 1269 | -1.8% | i | 15 | -8
COc1ccc(NC(=O)COc2ncnc3ccccc23)cc1S(=O)(=O)N1CCOCC1 | 0% | -1.4 | 1086 | -0.31 | -0.32 | -0.64 | 0.89 | i | 13 | 1.4 | 1.4 | 9.8 | 0.08 | 1267 | -0.1% | i | -13 | -11
CC(=O)Nc1ncnc2c1c(-c1ccc(Cl)cc1)nn2C(C)(C)C | 15% | 0.4 | 925 | 0.49 | -0.27 | 0.9 | -0.87 | i | 11 | 11 | 1.4 | 28 | 0 | 1539 | -0.1% | i | 37 | 40
Cc1cccc(N2CCN(Cc3nc(-c4cccc(Oc5ccccc5)c4)oc3C)CC2)n1 | 0% | 0.2 | 1506 | -0.023 | -0.21 | -0.12 | -0.35 | + | 7.2* | 1.5 | 3.5 | 7.4 | 0.01 | 1079 | 1.5% | i | 34 | 38
CCOC(=O)Cc1csc(NC(=O)COc2ccccc2OC)n1 | 4% | -0.5 | 1355 | 0.34 | -0.23 | 0.33 | 0.15 | i | 15 | 8.4 | 2.0 | 0.8 | -0.81 | 1470 | -2.8% | i | -1 | 0
N#Cc1c(N)nc2c(c1-c1cccnc1)CCCCC2 | 7% | -7.0 | 914 | -0.31 | -0.23 | 0.36 | 0.64 | i | 8 | 2.4 | 1.7 | 6.3 | 0.12 | 1073 | -1.1% | i | -6 | 0
COc1ccc(/C(C)=N\Nc2nc(-c3ccccc3)cc(=O)[nH]2)cc1 | 3% | -2.0 | 1012 | -0.26 | -0.021 | -0.42 | 0.47 | i | -6 | 2.4 | 1.4 | 7.2 | / | / | -0.4% | i | -11 | 2
Cc1ccc(C)c(NS(=O)(=O)c2ccc(NC(=O)CSc3ccc(Cl)cc3)cc2)c1 | -5% | / | / | 0.67 | -0.17 | 0.44 | -1.4 | i | -8 | 2.1 | 1.9 | 5.8 | -0.2 | 1255 | 0.6% | i | 12 | 14
S=c1[nH]nc(-c2ccncc2)n1/N=C/C=C/c1ccccc1 | -62% | 0.9 | 1317 | 0.052 | -0.2 | -0.37 | 0.67 | / | / | / | / | / | -1.5 | 970 | -1.1% | i | / | /
CC(=O)C1=C(C)N2CCN=C2S1 | 7% | 0.3 | 1328 | 0.57 | -0.22 | 0.87 | -0.89 | / | / | / | / | / | 0.07 | 996 | -0.9% | i | / | /

Bioassay records: PubChem, several laboratories

Random draw from the library. About 4.2% of those tested had a hit in this group.
